Assay outcomes deposited in PubChem by National Center for Advancing Translational Sciences (NCATS).
TRHR PAM – allosterically enhances the human TRH receptor; TRHR cells, fluo-8 calcium fluorescence, EC20 TRH enhancement; enhancement, % at 2 µM; actives 0.66% (n = 360,000); AID 493056; in the data active means enhancement above about 30%; further: 0% is about no effect
Target sequence (P34981 whole entry, looked up): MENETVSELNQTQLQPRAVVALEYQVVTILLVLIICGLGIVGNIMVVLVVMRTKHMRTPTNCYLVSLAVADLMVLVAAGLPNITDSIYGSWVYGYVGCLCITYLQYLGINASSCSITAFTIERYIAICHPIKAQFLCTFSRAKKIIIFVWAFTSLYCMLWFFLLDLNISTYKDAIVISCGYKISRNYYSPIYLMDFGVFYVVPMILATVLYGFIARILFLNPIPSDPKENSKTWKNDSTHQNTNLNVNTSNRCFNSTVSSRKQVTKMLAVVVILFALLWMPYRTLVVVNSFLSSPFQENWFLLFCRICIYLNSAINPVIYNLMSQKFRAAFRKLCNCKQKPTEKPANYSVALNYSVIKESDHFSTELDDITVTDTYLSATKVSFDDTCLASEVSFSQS
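Enhancer read-out: after compound pinning and an initial kinetic agonist-mode read, an EC20 of TRH (10 nM final) was injected and fluo-8 calcium signal (Ex 480/Em 530) followed at 1 s/cycle for 100 cycles in TRHR-expressing cells.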
RXFP1 antagonist – RXFP1 (human) relaxin receptor antagonism | Q9HBX9 | HEK293-RXFP1, relaxin-stimulated cAMP HTRF, 30 min; active compounds read low | activity change, negative = inhibition, % at 57.5 µM | actives 0.59% (n = 350,000) | AID 1259400;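 active means activity change of -60% or lower, but not beyond a set lower limit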; further: on the % scale 0 is the no-effect control and ±100 the full control effect
D1 antagonist – human D1 dopamine receptor antagonism; P21728; HEK293 TREx D1 cells, calcium flux, dopamine EC80; active compounds read low; activity change, negative = inhibition, % at 10 µM; actives 3.2% (n = 360,000); AID 504652; in the data active means activity change below about -30%; further: on the % scale 0 is the no-effect control and ±100 the full control effect
Target sequence (P21728 whole entry, looked up): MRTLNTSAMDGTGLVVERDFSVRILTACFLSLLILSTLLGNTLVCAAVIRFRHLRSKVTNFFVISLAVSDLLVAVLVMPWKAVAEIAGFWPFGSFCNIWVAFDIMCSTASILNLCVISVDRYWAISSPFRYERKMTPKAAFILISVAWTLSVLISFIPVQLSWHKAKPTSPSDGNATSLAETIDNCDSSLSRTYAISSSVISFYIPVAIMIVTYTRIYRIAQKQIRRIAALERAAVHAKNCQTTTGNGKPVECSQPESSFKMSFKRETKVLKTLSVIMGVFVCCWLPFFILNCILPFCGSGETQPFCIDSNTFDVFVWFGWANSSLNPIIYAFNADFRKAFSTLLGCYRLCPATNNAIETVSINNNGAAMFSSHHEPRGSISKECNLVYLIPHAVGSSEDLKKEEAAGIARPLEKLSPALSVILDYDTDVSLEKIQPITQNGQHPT
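Kinetic fluorescence of a calcium dye serves as the read-out. D1-expressing Hek293 Trex cells, induced overnight at 30 C, are exposed to compound for 180 s before an EC80 dopamine addition, then read 180 s further.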
D1 potentiator – enhances dopamine response at the human D1 receptor; actives 0.036% (n = 360,000); HEK293 TREx D1 cells, calcium flux, dopamine EC20 potentiation; P21728; potentiation, % at 10 µM; in the data active means potentiation above about 30%; further: 0% is about no effect
D1 agonist – agonists of human D1 dopamine receptor | P21728 | activation, % at 2 µM | HEK293 T-REx D1 cells, calcium flux, agonist mode | actives 1% (n = 360,000); in the data active means activation above about 30%; further: 0% is about no effect
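Inducible HEK293 T-REx D1 cells, force-coupled to calcium signalling, were plated at 4000 cells/well with tetracycline and held overnight at 30 C. After no-wash calcium dye loading, compound-evoked calcium rise over 180 s flagged agonists.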
D2 agonist – D2 dopamine receptor (human) agonism; P14416; HEK293 T-REx D2 cells, calcium flux agonist mode; activation, % at 2 µM; actives 0.53% (n = 340,000); AID 485358;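 active means activation over 3 SD above normal in the single-dose calcium agonist read, cut at about 30% in these data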; further: 0% is about no effect
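Tetracycline-induced HEK293 Trex cells with D2 receptor force-coupled to calcium signaling, plated overnight at 30 C and loaded with no-wash calcium dye. Calcium flux read kinetically for 180 s after compound addition; responses flag agonists.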
D2 antag – antagonizes the human D2 dopamine receptor; AID 485344; actives 2% (n = 340,000); P14416; HEK293 TREx D2 cells, calcium flux, dopamine EC80; inhibition, % at 10 µM; in the data active means inhibition above about 30%; further: 0% is about no effect
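Cells plated overnight at 30 C with tetracycline; no-wash calcium dye, 30–90 min RT; 10 s baseline; compound pinned; 180 s read; EC80 dopamine added; another 180 s read.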
D2 potentiator – D2 dopamine receptor (human) potentiation | HEK293 T-REx D2, calcium flux, EC20 dopamine potentiation | actives 0.34% (n = 340,000) | AID 485347 | potentiation, % at 10 µM;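 active means potentiation over 3 SD above the plate norm, cut at about 30% in these data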; further: 0% is about no effect
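Cells plated with tetracycline inducer and held overnight at 30 C; calcium dye loaded 30–90 min at room temperature; baseline taken, compound added and read 180 s; EC20 dopamine then added and read 180 s.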
RXFP1 agonist – activates the human relaxin receptor RXFP1. Q9HBX9. HEK293T-RXFP1 cAMP TR-FRET, 30 min; response scale: percent of porcine relaxin response, buffer zero. Potency, µM (highest dose often 57.5 µM), for inactives: at the top dose activation, actives largely listed as activators. actives 0.3% (n = 370,000). AID 2676; active means well fitted activation curve with a large enough effect; further: potency means the concentration at half of the fitted maximal effect; on the % scale 0 is the no-effect control and ±100 the full control effect; nearly all actives have a fitted effect of over 60% in size; many of its hits are not listed in these tables
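HEK293T cells stably expressing RXFP1 were pretreated with the PDE4 inhibitor Ro 20174, exposed to compounds for 30 min at 37C, lysed, and cAMP was read by TR-FRET. Data normalized to buffer (basal) and 29 nM porcine relaxin (100%).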
* hit, by the source's call; . = not tested or not shown; & = joins results of further samples. This is a subset; count on the stated rates, not on these rows.

SMILES	TRHR PAM	RXFP1 antagonist	D1 antagonist	D1 potentiator	D1 agonist	D2 agonist	D2 antag	D2 potentiator	RXFP1 agonist
COc1ccc(Br)cc1/C=N/NC(=O)c1ccc(OC)c(OC)c1	-4.0	-13.4	-18.8	-2.1	2.0	0.1	-4.2	-5.7	3.1%
COc1ccc(NC(=O)CSc2nc3sc(C)c(C)c3c(=O)n2Cc2ccco2)cc1	3.7	-4.4	2.5	-1.6	3.9	-0.6	-2.9	6.5	1.5%
COc1ccc(/C=C/c2nnc(NC(=O)C(C)C)s2)cc1	2.1	-2.8	12.1	9.3	5.0	2.0	11.5	25.6	2.0%
CCOc1ccccc1NC=C1C(=O)OC(C)(C)OC1=O	1.1	4.3	21.9	-5.3	1.4	-0.4	29.1	11.6	2.5%
O=C(COc1ccc2ccc(=O)oc2c1)Nc1ccc(N2CCCCC2)cc1	4.0	1.3	-4.4	-13.9	0.9	0.0	-11.7	15.0	-0.3%
COc1ccc(CCNC(=O)C(=O)NCC2OCCN2S(=O)(=O)c2ccc(Br)cc2)cc1 (stereo not given)	-3.6	-4.3	-16.6	-0.8	4.0	-0.7	-0.7	13.3	2.1%
O=C(NCCCn1ccnc1)c1cn(-c2ccccc2)nc1-c1ccccc1	-1.5	-13.4	-83.4*	-8.2	0.6	-0.4	2.7	-28.2	0.3%
CC1CN(S(=O)(=O)c2cccc(C(=O)OCCOc3ccccc3)c2)CC(C)O1 (stereo not given)	-1.9	2.8	-17.4	-6.7	9.5	0.0	-0.9	0.9	1.1%
CCN(CC(=O)NC1CC1)S(=O)(=O)c1ccccc1	0.8	-4.6	16.8	6.2	4.3	0.2	-2.5	2.6	0.8%
Cn1c(=O)c2sccc2n2c(CCCC(=O)N3CCCCC3)nnc12	9.0	4.3	15.9	3.9	1.9	1.6	-11.1	-3.7	17.8µM*
COc1cc(C)c(Cl)cc1S(=O)(=O)n1ccnc1	-8.3	31.8	.	-4.5	2.5	.	.	.	-0.3%
CCOc1cc(C(c2c(C)[nH]n(-c3ccccc3)c2=O)c2c(C)[nH]n(-c3ccccc3)c2=O)ccc1O	-2.9	-39.5	17.4	0.1	-0.4	-2.0	.	0.8	0.7%
O=C(COC(=O)/C=C/c1ccc(Cl)cc1)Nc1ccccc1	7.4	-11.2	15.7	-2.7	25.2	-0.1	-1.9	41.4*	1.7%
CN(c1ccccc1)S(=O)(=O)c1cc(Cl)ccc1Cl	-4.2	5.7	-6.1	-9.3	1.1	.	.	-11.5	-0.7%
Cc1nn(CCCC(=O)Nc2sc3c(c2C#N)CCC3)c(C)c1[N+](=O)[O-]	5.8	8.6	-2.8	2.5	0.9	0.7	-2.2	-13.0	0.6%
CC(C)CN(C(=O)COC(=O)Cc1c[nH]c2ccccc12)C1CCS(=O)(=O)C1 (stereo not given)	4.2	-5.4	3.2	-3.2	0.6	0.3	-4.7	4.5	0.9%
CCOc1cccc(CN2CCC(n3nccc3NC(=O)C3CCCC3)CC2)c1	-1.9	-7.8	-2.0	-1.9	1.8	0.8	6.4	-2.0	-2.9%
Fc1cccc(Cc2noc(CN3CCCCC3CCc3ccccn3)n2)c1 (stereo not given)	5.7	-13.8	2.0	-0.7	1.6	1.2	-10.6	0.6	1.6%
CCN(CC)c1ccc(CNc2nc3ccccc3n2CC)cc1	-1.4	-20.6	-4.2	0.5	3.9	-0.3	-16.4	-14.0	-0.6%
Nc1c(C(=O)C2CC2)sc2nc(-c3ccccc3)cc(C(F)(F)F)c12	10.4	7.2	20.8	-3.5	66.5*	.	.	.	6.0%
O=C(Cn1ncc2c([nH]c3ccccc32)c1=O)N1CCc2ccccc2C1	4.4	11.6	5.0	6.0	3.1	-0.6	-5.8	-2.8	1.7%
COc1ccccc1/C=C/C(=O)OCC(=O)NCc1ccco1	-2.5	-3.5	4.1	-2.6	0.8	-0.7	-4.7	3.1	1.9%
COc1ccc2c(Cl)c(C(=O)NCCCn3ccnc3)sc2c1Cl	5.7	-9.3	-14.3	-2.8	3.0	-0.3	1.9	10.2	5.2%
COc1ccc(NC(=O)C(CC(=O)O)Cc2ccccc2)cc1 (stereo not given)	2.7	19.1	-0.8	-3.4	0.7	0.7	0.0	-17.3	-0.3%
O=C(O)Cn1c(=O)c(-c2ccccc2)nc2ccccc21	4.8	-16.7	5.4	-5.0	1.6	1.8	7.3	6.4	8.6%
Fc1ccc(-c2nc3c(-c4ccc(Cl)cc4)cnn3cc2CCN2CCOCC2)cc1	-5.4	-15.0	1.2	-2.4	3.0	-1.8	8.5	0.1	2.3%
CCOC(=O)N1CCC(NC(=O)c2cnn3cccnc23)CC1	12.0	-0.2	5.8	0.1	4.5	1.1	-23.4	0.0	2.7%
COc1ccc([C@H]2CC(=O)C=C(c3cc(C(F)(F)F)cc(C(F)(F)F)c3)C2)cc1	0.9	.	7.0	-8.9	-0.9	0.8	9.7	5.8	2.3%
CC1(C)CC(=O)C(Sc2ccc(Br)cc2)=C(O)C1	-0.6	-19.6	-13.0	-2.1	0.0	-2.2	-13.3	-5.8	1.9%
O=C1CC(N2CCN(S(=O)(=O)c3ccccc3)CC2)C(=O)N1c1ccccc1 (stereo not given)	-2.4	3.7	-27.2	-1.2	0.7	-0.2	-7.9	-0.3	-3.2%
O=C(Nc1ccccc1)c1ccc(-c2ccc(F)cc2)s1	-4.5	-5.9	-27.4	-2.0	1.4	0.8	-5.6	-11.7	11.0%
CC(Sc1sc(=S)sc1SC(C)C(=O)O)C(=O)O (stereo not given)	4.0	-4.1	-10.0	5.2	1.1	0.3	-4.6	-2.1	1.9%
CCN(CC)S(=O)(=O)c1ccc2c(c1)nc(CCC(=O)O)n2CC	1.1	2.0	3.2	-0.8	-0.2	1.5	-15.4	7.0	3.5%
O=C(NCc1ccncc1)C1CCN(C(=O)c2cccc(Cl)c2)CC1	-6.2	-7.9	6.8	2.5	-0.7	-2.9	-5.6	.	2.5%
CC(=O)c1cccc(NC(=S)NNC(=O)c2ccc(C)c([N+](=O)[O-])c2)c1	1.1	3.8	-1.5	-4.0	0.0	-1.0	1.8	-4.0	0.6%
O=c1c2ccccc2c(C=Nc2ccc(O)cc2)c(O)n1-c1nccs1	-3.4	-3.2	-0.2	-4.2	0.5	0.2	3.7	2.1	-0.1%
COc1cc(OC)cc(C(=O)Nc2ccc(-c3nc4ccccc4o3)c(O)c2)c1	0.4	30.0	-13.4	2.4	2.9	-0.8	-16.8	11.9	7.0%
Cc1c(C(=O)OCC(=O)NCc2ccc3c(c2)OCO3)cccc1[N+](=O)[O-]	15.2	6.9	10.4	-4.2	9.7	-1.0	-6.9	16.5	-1.2%
Cc1ccccc1Nc1c(-c2ccc(Cl)s2)nc2c(C)cccn12	1.9	-32.4	31.3	2.5	-0.1	-0.4	.	19.5	6.5%
Cc1ccnc(SCc2cc(=O)c(OC(=O)c3ccc(Br)o3)co2)n1	-2.6	2.5	1.3	1.9	1.9	-1.0	0.8	-1.9	2.4%

Records above marked active in D2 potentiator.
Molecule,TRHR PAM,RXFP1 antagonist,D1 antagonist,D1 potentiator,D1 agonist,D2 antag,D2 potentiator
O=C(COC(=O)/C=C/c1ccc(Cl)cc1)Nc1ccccc1,7.4,-11.2,15.7,-2.7,25.2,-1.9,41.4*

Quoted from the listing.
D1 antagonist result of `Cc1nn(CCCC(=O)Nc2sc3c(c2C#N)CCC3)c(C)c1[N+](=O)[O-]` → -2.8
TRHR PAM result of `O=C(NCc1ccncc1)C1CCN(C(=O)c2cccc(Cl)c2)CC1` → -6.2
D2 potentiator result of `O=C(NCCCn1ccnc1)c1cn(-c2ccccc2)nc1-c1ccccc1` → -28.2

The list continues:
SMILES	TRHR PAM	RXFP1 antagonist	D1 antagonist	D1 potentiator	D1 agonist	D2 agonist	D2 antag	D2 potentiator	RXFP1 agonist
Cc1cccc(CS(=O)(=O)Cc2ccc(C(=O)NCc3ccccc3)o2)c1	-2.0&-8.7	-8.7&4.0	-19.8&-9.8	-2.7&-1.8	6.5&5.2	-0.4	.	4.9&-2.5	-2.3%&-0.2%
COCc1cc(CN2CCN(CCc3ccccc3)C(CCO)C2)ccc1OC (stereo not given)	6.5	7.0	7.5	-5.5	0.2	-0.4	25.5	-5.1	0.2%
CCOc1cccc(C(=O)Nc2cccc(-c3nc4ncccc4o3)c2C)c1	-4.1	-4.9	-7.4	-3.6	0.1	-1.1	10.6	-2.9	-0.4%
CC1C(=O)C(C)C(c2cc(Cl)ccc2O)NC1c1cc(Cl)ccc1O (stereo not given)	-2.4	-16.7	0.0	6.0	1.5	0.2	17.0	25.2	0.6%
C=CCN1C(=O)C(O)(CC(=O)c2ccc(-n3cccc3)cc2)c2ccccc21 (stereo not given)	-9.8	-0.6	4.4	5.6	6.4	-2.1	13.7	4.5	-2.6%
COc1ccc(N(CC(=O)Nc2ccc(F)c(F)c2)S(=O)(=O)c2c(C)n[nH]c2C)cc1	-2.6	-85.6*	2.7	2.7	1.4	0.5	-1.2	-15.0	-1.9%
O=C(O)c1ccccc1/C=N/n1c(C2CCCCC2)n[nH]c1=S	2.8	-2.4	-2.7	0.6	1.9	0.9	12.3	4.3	1.2%
Cc1ccc(S(=O)(=O)Nc2ccc(O)c3ccccc23)c(C)c1	1.4	2.0	-21.8	1.0	2.8	-0.3	-3.4	6.1	-3.1%
Cc1ccc(CSc2nnc(-c3ccc(NS(=O)(=O)c4ccccc4)cc3)o2)cc1	3.2	0.7	15.3	-3.0	3.4	0.0	-4.2	-1.7	-0.1%
COc1ccc(CCNC(=O)c2cn(C)c3ccc(S(=O)(=O)N(C)C4CCCCC4)cc3c2=O)cc1OC	-14.3	-10.4	5.9	6.5	0.6	-0.2	.	23.4	11.8%
O=c1[nH]cccc1-c1nc2ccccc2n1Cc1cccc(Cl)c1	15.7	2.0	-0.1	-5.3	0.8	0.6	-19.9	-0.5	5.1%

3 records drawn at random from those above, as already listed:
SMILES	TRHR PAM	RXFP1 antagonist	D1 antagonist	D1 potentiator	D1 agonist	D2 agonist	D2 antag	D2 potentiator	RXFP1 agonist
CC1C(=O)C(C)C(c2cc(Cl)ccc2O)NC1c1cc(Cl)ccc1O (stereo not given)	-2.4	-16.7	0.0	6.0	1.5	0.2	17.0	25.2	0.6%
COc1ccc(CCNC(=O)c2cn(C)c3ccc(S(=O)(=O)N(C)C4CCCCC4)cc3c2=O)cc1OC	-14.3	-10.4	5.9	6.5	0.6	-0.2	.	23.4	11.8%
Cc1ccc(CSc2nnc(-c3ccc(NS(=O)(=O)c4ccccc4)cc3)o2)cc1	3.2	0.7	15.3	-3.0	3.4	0.0	-4.2	-1.7	-0.1%
